# DDE Tn6 FP inh: inhibitors of Tn6 peptide binding to fibrin DD(E), primary screen, biochemical, fluorescence polarization, human fibrin, Tn6 probe; Fibrin DD(E) TRITC-Tn6 fluorescence polarization displacement; inhibition, % at 8.3 µM; actives 0.21% (n = 370,000);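 active = inhibition above a per-campaign cutoff: mean of compounds within control limits plus 3 SD, cut at about 15% in these data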;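 note: 0% = median of all compound wells on the plate and 100% = blocking peptide control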
# ASAP1 inh: inhibitors of human ASAP1 ArfGAP activity, primary screen, biochemical, fluorescence polarization; Arf-GAP with SH3 domain, ANK repeat and PH domain-containing protein 1 (Homo sapiens), …; ASAP1-stimulated ARF1 GTP hydrolysis, GDP FP detection; inhibition, % at 16.5 µM; actives 0.19% (n = 360,000); AID 624377, 2012; in the data active = inhibition above about 25%;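 note: 0% = vehicle with enzyme and substrate and 100% = no enzyme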
# Target sequence (Q9ULH1 325-724 limits assumed): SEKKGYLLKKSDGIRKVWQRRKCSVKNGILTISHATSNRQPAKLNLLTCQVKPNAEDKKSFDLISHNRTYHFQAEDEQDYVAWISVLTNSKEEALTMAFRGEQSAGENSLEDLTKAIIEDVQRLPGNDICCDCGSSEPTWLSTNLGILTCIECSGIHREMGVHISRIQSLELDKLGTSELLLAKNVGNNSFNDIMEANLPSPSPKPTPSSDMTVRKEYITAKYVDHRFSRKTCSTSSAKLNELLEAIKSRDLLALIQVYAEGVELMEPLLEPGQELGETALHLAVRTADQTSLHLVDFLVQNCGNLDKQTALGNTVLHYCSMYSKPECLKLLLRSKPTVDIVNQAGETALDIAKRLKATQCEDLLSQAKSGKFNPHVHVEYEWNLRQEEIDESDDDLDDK
# ARFGAP1 inh: inhibitors of rat ARFGAP1 GAP activity, primary screen, biochemical, fluorescence polarization, GDP tracer; ADP-ribosylation factor GTPase-activating protein 1 (Rattus norvegicus), Q62848; Arfgap1-stimulated ARF1 GTP hydrolysis, GDP FP detection; inhibition, % at 16.5 µM; actives 0.26% (n = 360,000); AID 651572, 2012;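 active = inhibition above a per-plate limit, mean inhibition of low control wells plus 3 SD, cut at about 25% in these data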;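 note: 0% = DMSO wells with enzyme and 100% = wells lacking Arfgap1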
#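 Material – truncated rat Arfgap1 GAP domain · Buffer or medium – HEPES-based buffer, pH 7.5 · Reagent – human ARF1(Δ1-17)-GTP substrate · Dosing – 16.5 µM single point, 1.26% DMSO · Schedule – GTP hydrolysis reaction 2 h at 25 °C · Technique – GDP detection by fluorescence polarization · Benchmarks – No-Arfgap1 wells (100%) versus DMSO full-reaction wells (0%) · Repeats – single replicate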
# NR1D1 modulator: modulators of Rev-erb alpha DNA binding, primary screen, biochemical, FITC-DNA, fluorescence polarization, uHTS | Nuclear receptor subfamily 1 group D member 1 (Homo sapiens), P20393 | Rev-erbα–FITC-DNA binding, 90 min | actives 0.79% (n = 370,000) | activity, % at 10 µM;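 active = activity above about 14%, limit read from the data; passing the limit was not always enough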;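 note: 0% = DMSO wells with 35 nM protein and 100% = DMSO wells with 750 nM protein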
# Target sequence (P20393 whole entry, looked up): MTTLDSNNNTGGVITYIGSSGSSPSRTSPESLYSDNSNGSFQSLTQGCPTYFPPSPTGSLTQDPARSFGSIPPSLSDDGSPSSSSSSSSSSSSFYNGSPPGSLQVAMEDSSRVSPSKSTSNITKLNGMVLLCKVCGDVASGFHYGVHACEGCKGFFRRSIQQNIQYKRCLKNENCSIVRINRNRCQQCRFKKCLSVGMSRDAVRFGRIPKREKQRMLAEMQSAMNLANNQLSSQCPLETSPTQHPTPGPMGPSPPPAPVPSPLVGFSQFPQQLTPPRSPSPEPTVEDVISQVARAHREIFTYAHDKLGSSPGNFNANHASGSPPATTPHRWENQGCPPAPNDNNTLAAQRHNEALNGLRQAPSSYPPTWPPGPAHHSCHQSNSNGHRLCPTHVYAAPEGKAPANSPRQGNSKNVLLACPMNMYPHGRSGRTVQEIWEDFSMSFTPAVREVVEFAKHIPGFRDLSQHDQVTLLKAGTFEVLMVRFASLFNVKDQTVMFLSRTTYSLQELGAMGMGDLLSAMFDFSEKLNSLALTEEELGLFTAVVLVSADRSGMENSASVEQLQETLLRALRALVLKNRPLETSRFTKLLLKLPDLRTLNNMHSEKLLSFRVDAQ
# DDE Tn7 FP inh: inhibitors of Tn7 peptide binding to fibrin DD(E), primary screen, biochemical, fluorescence polarization, human fibrin, Tn7 probe; Fibrinogen beta chain (Homo sapiens), P02675; FP displacement of FITC-Tn7 peptide from fibrin DD(E); 0% = median of compound wells per plate; inhibition, % at 8.3 µM; actives 0.13% (n = 370,000);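 active = inhibition above the mean of compounds falling within the control limits plus 3 SD of them, cut at about 14% in these data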;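 note: 0% = plate median of compound wells and 100% = 10 µM Aha-Tn7 peptide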
#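 Assay system: human fibrin DD(E) protein / Input: 2 µM fibrin DD(E) / Benchmarks: high control of 10 µM Aha-Tn7 peptide / Measured by: fluorescence polarization of the labelled Tn7 tracer / Medium: Tris buffer with calcium and detergent, pH 7.8 / Timing: 10 min compound pre-incubation, 3 h probe incubation at room temperature / Repeats: one replicate per compound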
# PLCg1 inh: PLC-gamma1 enzyme inhibitors, primary screen, biochemical, fluorescence, purified enzyme. fluorogenic substrate. inhibition, % at 12.2 µM. actives 0.84% (n = 370,000). 1-phosphatidylinositol 4,5-bisphosphate phosphodiesterase gamma-1 (Homo sapiens), P19174; in the data active = inhibition above about 9.5%
# HGIII-sPLA2 inh: human group III sPLA2 inhibitors, primary screen, biochemical, QFRET, BODIPY PC-A2 liposome substrate | Group 3 secretory phospholipase A2 (Homo sapiens), Q9NZ20 | QFRET BODIPY PC-A2 liposome hydrolysis, fluorescence | inhibition, % at 12.2 µM | actives 0.56% (n = 370,000) | AID 743126, 2013;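 active = inhibition above mean plus 3 SD of compounds lying within the high and low control bounds, cut at about 19% in these data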;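 note: 0% = median of test compound wells and 100% = no enzyme DMSO wells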
# PLCb3 inh: human PLC-beta3 inhibitors, primary screen, biochemical, fluorescence; 1-phosphatidylinositol 4,5-bisphosphate phosphodiesterase beta-3 (Homo sapiens), Q01970; Purified PLC-beta3, fluorogenic substrate; inhibition, % at 12.2 µM; actives 0.18% (n = 370,000); AID 720704, 2013; in the data active = inhibition above about 11%;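 note: 0% = median of compound wells on plate and 100% = full blocker control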
# UHRF1 MBD2 ctr: UHRF1 methylated DNA binding inhibitors, primary screen, counter-screen for MBD2 inhibitor project, biochemical, TR-FRET, human UHRF1, single concentration. inhibition, % at 4.4 µM. UHRF1 binding to methylated oligo. actives 0.75% (n = 370,000). E3 ubiquitin-protein ligase UHRF1 (Homo sapiens), Q96T88; in the data active = inhibition above about 21%;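 note: UHRF1 SRA domain binding a hemimethylated CpG hairpin DNA probe; 0% = median of test compound wells and 100% = reference inhibitor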
# proKLK7 act: proKLK7 zymogen activators, primary screen, biochemical, fluorescence intensity; Kallikrein-7 (Homo sapiens), P49862; purified proKLK7, EDANS-DABCYL substrate fluorescence; 100% is mature enzyme control, 0% vehicle; activation, % at 7 µM; actives 0.9% (n = 370,000);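 active = activation above the mean of all tested compounds plus 3 SD, computed per campaign excluding outliers beyond control limits, cut at about 13% in these data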
# Active calls of the source: *; i = inactive; . = no result given; & = joins results of further samples; ! = not confirmed by another sample.
# Abbreviations – A = DDE Tn6 FP inh; B = ASAP1 inh; C = ARFGAP1 inh; D = NR1D1 modulator; E = DDE Tn7 FP inh; F = PLCg1 inh; G = HGIII-sPLA2 inh; H = PLCb3 inh; I = UHRF1 MBD2 ctr; J = proKLK7 act
Cc1cc(NC(=O)CCc2ccccc2)c([N+](=O)[O-])cc1C
  A = -2	B = 8	C = -2	D = -1	E = 9	F = 0	G = 2	H = 2	I = 0	J = -0.3
Cc1nc([N+](=O)[O-])c(Br)n1Cc1ccccc1
  A = 5	B = 0	C = 3	D = -3	E = -1	F = 1	G = 10	H = -2	I = 0	J = -0.4
C=CCn1c(SCC(=O)N2CC(=O)Nc3ccccc32)nc2scc(-c3cccs3)c2c1=O
  A = 3	B = 9	C = 1	D = -2	E = 3	F = -1	G = -4	H = -1	I = 1	J = -1.4
Cc1cc(C)c(OCC(=O)NCC2CCCO2)c(C)c1 (centres undefined)
  A = 1	B = 1	C = -3	D = -5	E = 2	F = 0	G = 3	H = -5	I = 1	J = -0.1
COc1cccc(-c2nc(NCc3ccco3)c3ccccc3n2)c1O
  A = 0	B = 14	C = 8	D = -7	E = -2	F = 5	G = 2	H = 8	I = 3	J = 0.0
CCOC(=O)c1cc(NC(=O)CSCCO)ccc1Cl
  A = 5	B = -10	C = -1	D = 0	E = -4	F = 5	G = 1	H = 1	I = 1	J = 0.5
CC1(C)Cc2nc3[nH]c(=S)n(-c4ccccc4)c(=O)c3cc2CO1
  A = 6	B = -4	C = 13	D = -5	E = -10	F = -5	G = 3	H = -8	I = -1	J = 0.5
COc1ccc(NC(=O)N(C2CCCCC2)C(C)c2cccnc2)c(OC)c1 (centres undefined)
  A = -2	B = 3	C = -3	D = 2	E = 6	F = 1	G = 10	H = 0	I = -2	J = 0.0
COc1ccc(NS(=O)(=O)c2ccc(NC(=S)NC(=O)c3cccnc3)cc2)nn1
  A = -2	B = 4	C = 13	D = -3	E = -7	F = 2	G = 2	H = 1	I = 8	J = -0.4
CCc1nnc(NC(=O)Nc2ccc(OC)cc2)s1
  A = -4	B = -4	C = 1	D = 6	E = -1	F = 2	G = -7	H = 1	I = 2	J = -0.3
CCOc1cc(S(=O)(=O)N2CCN=C2Cc2ccccc2)ccc1F
  A = 1	B = -1	C = -2	D = 0	E = 0	F = 3	G = 6	H = -4	I = 2	J = -0.6
COc1ccc(N)c2c1OCCC2=O
  A = 2	B = 2	C = -1	D = 0	E = -4	F = -6	G = 8	H = -9	I = 7	J = 0.4
OC(c1ccc(F)c(F)c1)c1nc(-c2ccc(Cl)cc2)cs1 (centres undefined)
  A = 2	B = 10	C = 4	D = -7	E = -6	F = 0	G = -13	H = -3	I = 0	J = 0.2
CCCc1cc(=O)[nH]c(SCC(=O)Nc2ccc([N+](=O)[O-])cc2C#N)n1
  A = -1	B = -7	C = 8	D = 2	E = -2	F = 3	G = 3	H = -4	I = 6	J = -0.1
Nc1ccccc1C(=O)NCCN1CCNC1=O
  A = -1	B = 12	C = 9	D = -5	E = -6	F = -33	G = -4	H = -51	I = 1	J = 1.7
Cc1ccccc1NC(=O)NC1(C(=O)N2CCCC2)CCCCC1
  A = 10	B = 5	C = 7	D = 3	E = -8	F = 0	G = -2	H = -1	I = 12	J = 0.4
CC1CC(C)CN(S(=O)(=O)N2CCC(C(=O)NCCc3ccccc3)CC2)C1 (centres undefined)
  A = -1	B = 2	C = 5	D = -5	E = 3	F = 0	G = 11	H = -10	I = 3	J = -0.3
O=C(O)Cn1nc(-c2ccccc2)c2ccccc2c1=O
  A = 4	B = 10	C = -3	D = -2	E = 1	F = 0	G = -2	H = 1	I = -4	J = -1.0
COC(=O)c1c(-c2ccccc2OC)sc2cc3c(cc12)OCO3
  A = -11	B = 10	C = 7	D = 6	E = -1	F = i	G = 4	H = i	I = 3	J = -40
C#CCNC(=O)c1cnn(-c2ccccc2)c1N
  A = 4	B = .	C = .	D = 1	E = 2	F = 2	G = 3	H = -2	I = -2	J = 0.6
CCOc1ccc(N2C(=O)CC(N(C)Cc3ccccc3)C2=O)cc1 (centres undefined)
  A = 5	B = -11	C = -11	D = -3	E = -1	F = 2	G = 0	H = -2	I = -3	J = -0.4
CCOC(=O)CSc1nnc(NC(=O)c2cccc(S(=O)(=O)N3CCCCC3)c2)s1
  A = 1	B = -6	C = -3	D = -4	E = -1	F = 2	G = -4	H = 0	I = -3	J = -0.2
CCOc1nonc1C(=N)/C(C(C)=O)=C(\C)O
  A = 3	B = 3	C = 1	D = -3	E = -5	F = -1	G = -8	H = 2	I = -1	J = 0.8
CC1=CCC(C(C)(C)NC(=O)c2ccccc2)C/C1=N\O (centres undefined)
  A = -1	B = 4	C = -7	D = -1	E = -2	F = 6	G = 0	H = 8	I = -1	J = -0.1
Cc1ccc(OCC(=O)N2CCCc3ccccc32)cc1
  A = 4	B = 4	C = 2	D = 0	E = 5	F = 0	G = -4	H = 0	I = -3	J = -0.2
Cc1ccc(C(=O)C(C)OC(=O)Cc2n[nH]c(=O)c3ccccc23)cc1 (centres undefined)
  A = 1	B = 11	C = 10	D = -3	E = 1	F = 1	G = 4	H = -2	I = 0	J = -0.4
COc1ccc(Nc2cc(Cl)nc(N)n2)cc1
  A = -1	B = 3	C = -2	D = 2	E = 3	F = 4	G = 7	H = 4	I = 2	J = -0.6
CCOC(=O)N1CCN(C(=O)c2cc3c(=O)n(C)c4ccccc4c3n2C)CC1
  A = 0	B = 7	C = 0	D = 4	E = -2	F = -1	G = 0	H = -1	I = 0	J = 0.0
CCCCn1c(N)c(N(CC(C)C)C(=O)C(C)SCc2nc3sc(C)c(C)c3c(=O)[nH]2)c(=O)[nH]c1=O (centres undefined)
  A = 8	B = 0	C = -2	D = 5	E = 5	F = -9	G = 8	H = -24	I = 0	J = -0.8
CCc1c(C(=O)Nc2cc(C)ccc2OC)[nH]c(C)c1C(C)=O
  A = -5	B = 3	C = 12	D = -2	E = -7	F = -1	G = 1	H = -4	I = 1	J = -0.3

# A run of entries from the list above, for reference:
# Abbreviations – A = DDE Tn6 FP inh; B = ASAP1 inh; C = ARFGAP1 inh; D = NR1D1 modulator; E = DDE Tn7 FP inh; F = PLCg1 inh; G = HGIII-sPLA2 inh; H = PLCb3 inh; I = UHRF1 MBD2 ctr; J = proKLK7 act
Cc1ccccc1NC(=O)NC1(C(=O)N2CCCC2)CCCCC1
  A = 10	B = 5	C = 7	D = 3	E = -8	F = 0	G = -2	H = -1	I = 12	J = 0.4
CC1CC(C)CN(S(=O)(=O)N2CCC(C(=O)NCCc3ccccc3)CC2)C1 (centres undefined)
  A = -1	B = 2	C = 5	D = -5	E = 3	F = 0	G = 11	H = -10	I = 3	J = -0.3

# Additional compounds follow.
# Abbreviations – A = DDE Tn6 FP inh; B = ASAP1 inh; C = ARFGAP1 inh; D = NR1D1 modulator; E = DDE Tn7 FP inh; F = PLCg1 inh; G = HGIII-sPLA2 inh; H = PLCb3 inh; I = UHRF1 MBD2 ctr; J = proKLK7 act
Cc1cccc(OCC(=O)Nc2ccc(S(=O)(=O)Nc3ccccn3)cc2)c1
  A = -6	B = 15	C = 16	D = 3	E = 2	F = -10	G = -14	H = -19	I = 3	J = 1.2
O=C(OCc1ccccc1)/C(=C/c1cccc([N+](=O)[O-])c1)NC(=O)c1ccco1
  A = -3	B = 11	C = 5	D = -3	E = 2	F = 2	G = 4	H = -9	I = 3	J = 0.4
COc1cc(NC(=O)c2cc(C)on2)cc(C(=O)Nc2cccc(C(F)(F)F)c2)c1
  A = -1&-8	B = 7&2	C = 12&14	D = 5&2	E = 5&-1	F = 1&3	G = -35&-20	H = -1&2	I = 93*!	J = 0.1&-0.4
COCCN1C(=O)C(O)=C(C(C)=O)C1c1ccc(OC)c(OC)c1 (centres undefined)
  A = 4	B = -3	C = -6	D = 4	E = 4	F = 3	G = -3	H = 3	I = -6	J = 0.4
Nc1nonc1-n1nnc(C(=O)N/N=C/c2cccnc2)c1CSc1ccccc1
  A = -2	B = 5	C = 10	D = -9	E = -6	F = 0	G = 2	H = -5	I = -1	J = 0.4
O=C(NCc1ccccc1)c1ccc(NC(=O)C2CCCO2)cc1 (centres undefined)
  A = -3	B = 0	C = -8	D = 5	E = 1	F = 2	G = -1	H = -6	I = -1	J = -0.6
COC(CNC(=O)C(=O)Nc1cc2c3c(c1)CCN3C(=O)CC2)OC
  A = 5	B = -20	C = -3	D = -1	E = -1	F = 3	G = -4	H = -2	I = -3	J = 0.4
O=C(NCC1CCCO1)c1ccccc1-c1nc(-c2ccc(F)cc2)no1 (centres undefined)
  A = -4	B = -1	C = 3	D = -5	E = 1	F = -2	G = 5	H = 4	I = 2	J = 0.2
CCC(O)(c1ccc(OC)cc1)C(CN1CCOCC1)c1ccccc1 (centres undefined)
  A = -4	B = 0	C = 10	D = -1	E = -7	F = -1	G = 1	H = -1	I = 0	J = -0.4
CCN(CC)S(=O)(=O)c1cc(C(=O)Oc2ccccc2OC)ccc1OC
  A = 0	B = 7	C = 6	D = 0	E = 3	F = -3	G = -17	H = 2	I = -2	J = 0.6
Cc1cccc(-n2c(-c3csc(C)c3)n[nH]c2=S)c1
  A = -1	B = 6	C = 24	D = 8	E = -3	F = 3	G = 15	H = 0	I = -8	J = -0.4

# Compound profiles, as listed above:
# COc1cc(NC(=O)c2cc(C)on2)cc(C(=O)Nc2cccc(C(F)(F)F)c2)c1 is entered as DDE Tn6 FP inh = -1&-8; ASAP1 inh = 7&2; ARFGAP1 inh = 12&14; NR1D1 modulator = 5&2; DDE Tn7 FP inh = 5&-1; PLCg1 inh = 1&3; HGIII-sPLA2 inh = -35&-20; PLCb3 inh = -1&2; UHRF1 MBD2 ctr = 93*!; proKLK7 act = 0.1&-0.4
# CCN(CC)S(=O)(=O)c1cc(C(=O)Oc2ccccc2OC)ccc1OC is entered as DDE Tn6 FP inh = 0; ASAP1 inh = 7; ARFGAP1 inh = 6; NR1D1 modulator = 0; DDE Tn7 FP inh = 3; PLCg1 inh = -3; HGIII-sPLA2 inh = -17; PLCb3 inh = 2; UHRF1 MBD2 ctr = -2; proKLK7 act = 0.6
